Screens (PubChem BioAssay)
Vif imaging: inhibitors of HIV Vif. inhibition, % at 7.49 µM. HEK293T cells, Vif self-association by quenched fluorescence, imaging, 24 h. AID 602346. 0.35% of 340,000 active; in the data active means inhibition above about 50%, passing the limit was not always enough; further: some results filed as inactive read as strong as hits
MC4R ag barr: activates human MC4R beta-arrestin recruitment; P32245; U2OS MC4R beta-arrestin complementation, luminescence; percent of melanotan II response, DMSO zero; activation, % at 8.9 µM; 0.98% of 360,000 active;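 active means activation above a per-plate cutoff, the mean activation of sample wells on that plate plus 3 SD, cut at about 8% in these data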
aDG glyco up: increases alpha dystroglycan glycosylation; Pro5-aDG cells, alpha-DG glycosylation AlphaScreen (IIH6); 0% Pro5, 100% B10-LARGE cell signal; activation, % at 10 µM; 0.22% of 360,000 active;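 active means activation of at least 8% versus controls, or a plate z-score of at least 8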;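 further: Pro5 are CHO cells carrying HIG-tagged alpha-DG that lacks glycosylation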
MC4R antagonist: human MC4R antagonism in cAMP assay; 0.48% of 360,000 active; AID 540295; MC4R-expressing cells, MTII-stimulated cAMP, LANCE TR-FRET; inhibition, % at 6.5 µM;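 active means inhibition above its plate's cutoff, the mean of tested wells on that plate plus 3 SD, cut at about 29% in these data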;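 further: 0% = Melanotan II alone and 100% = Melanotan II plus saturating MCL0020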
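material = U2OS cells stably expressing human melanocortin 4 receptor (MC4R) | also added = Melanotan II challenge | dosing = single nominal compound dose of 6.5 µM | detection = TR-FRET with Eu-cAMP and labeled anti-cAMP, 671 nm | replication = singlicate | timing = compound 30 min, challenge 1 h, detection 1 h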
H9c2 protect: protects H9c2 cardiomyocytes from peroxide injury; H2O2 injury protection, ATPLite, 2 h; protection from H2O2 cell death, % at 20 µM; 0.63% of 360,000 active; AID 588492;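 active means compounds giving at least 50% protection of heart cells from peroxide-induced death in the single-dose screen, raw or plate-pattern-corrected value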;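 further: 0% = DMSO wells with peroxide and 100% = DMSO wells without peroxide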
PDI inh: blocks human protein disulfide isomerase activity. inhibition, % at 10 µM. 0.052% of 350,000 active. PDI insulin aggregation turbidity, A650, 90 min. AID 588391. P07237;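 active means mean inhibition across replicates of 30% or more, whatever share of single replicates reach that level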;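 further: absorbance from insulin aggregation driven by PDI reduction with DTT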
ABCB6 inh 2: inhibitors of human ABC transporter ABCB6; Q9NP58; K562-ABCB6 porphyrin accumulation, flow cytometry, 1 h; active compounds read low; fluorescence ratio to DMSO, % at 10 µM; 0.19% of 360,000 active; AID 602162;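 active means fluorescence ratio to DMSO below 75%, the collection mean minus 3 SD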;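 further: signal is porphyrin accumulated inside mitochondria; 100% equals median channel fluorescence of DMSO control wells; lower ratio means ABCB6 inhibition with less porphyrin fluorescence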
Target sequence (Q9NP58 whole entry, looked up): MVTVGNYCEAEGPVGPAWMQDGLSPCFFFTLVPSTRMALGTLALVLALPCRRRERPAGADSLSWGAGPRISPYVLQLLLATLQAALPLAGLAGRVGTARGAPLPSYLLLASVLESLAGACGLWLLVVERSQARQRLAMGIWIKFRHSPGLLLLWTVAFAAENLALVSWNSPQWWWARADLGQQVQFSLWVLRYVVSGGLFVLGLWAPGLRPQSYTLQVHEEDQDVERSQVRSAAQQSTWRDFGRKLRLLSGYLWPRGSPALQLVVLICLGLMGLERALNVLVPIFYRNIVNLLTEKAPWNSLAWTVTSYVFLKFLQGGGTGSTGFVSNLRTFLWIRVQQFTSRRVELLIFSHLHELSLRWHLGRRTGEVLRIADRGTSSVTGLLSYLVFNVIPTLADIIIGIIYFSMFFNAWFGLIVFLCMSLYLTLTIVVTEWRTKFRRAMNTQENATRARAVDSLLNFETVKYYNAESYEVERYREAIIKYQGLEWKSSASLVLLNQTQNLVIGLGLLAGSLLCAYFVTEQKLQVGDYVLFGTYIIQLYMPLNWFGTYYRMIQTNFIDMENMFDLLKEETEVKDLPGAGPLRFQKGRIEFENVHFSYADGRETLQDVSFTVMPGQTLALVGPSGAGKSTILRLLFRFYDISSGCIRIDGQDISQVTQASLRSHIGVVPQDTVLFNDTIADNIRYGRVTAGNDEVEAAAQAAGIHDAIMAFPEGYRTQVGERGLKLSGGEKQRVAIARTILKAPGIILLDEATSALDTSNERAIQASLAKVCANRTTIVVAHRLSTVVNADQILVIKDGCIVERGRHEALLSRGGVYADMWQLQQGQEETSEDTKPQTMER
m5-HT2A agonist: activates the mouse 5-HT2A serotonin receptor; P35363; CHO-K1 mHTR2A beta-arrestin complementation, luminescence; percent of 30 µM serotonin response; activation, % at 7.6 µM; 0.66% of 360,000 active; AID 624169;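 active means activation above a run cutoff, the mean activation of all tested compounds plus 3 SD, cut at about 14% in these data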;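 further: 0% = plate median of compound wells and 100% = 30 µM serotonin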
CaV13 FRET inh: Disruptors of the CACNA1D IQ motif to Ca2+-dependent inactivation inhibitor domain association, primary screening, Förster resonance energy transfer in intact living …. 0.098% of 340,000 active. HEK cells, CFP/YFP FRET ICDI-IQ, plate reader, 10 min; percent FRET-ratio fall versus neutral wells. inhibition, % at 12.3 µM. AID 743397;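 active means mean replicate inhibition of at least 30% and at least 1% of replicates passing that level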;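 further: 0% = median of the neutral control wells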
N-glyco inh: blocks N-linked glycosylation in D54 reporter cells | D54 ERlucT glycosylation luciferase reporter, 24 h; percent of 100 nM tunicamycin response | reporter increase, % at 12.5 µM | 0.23% of 360,000 active | AID 588692;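 active means mean luciferase reporter signal, scaled so untreated is 0 and the glycosylation-blocking control 100, at or above a set limit in every replicate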;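 further: luciferase carries N-glycosylation sites so blocking glycosylation raises the light; 0% = median of neutral control wells and 100% = median of 100 nM tunicamycin wells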
* marks the source's active call; other numbers are inactive results.

Results for O=C(c1cc(=O)c2ccccc2o1)N1CCN(c2cccc(Cl)c2)CC1 ?
Vif imaging: -1; MC4R ag barr: -0.6; aDG glyco up: 0.1; MC4R antagonist: 9; H9c2 protect: 2; PDI inh: 1; ABCB6 inh 2: 100; m5-HT2A agonist: -6; CaV13 FRET inh: -2; N-glyco inh: 1

Results for O=C(c1ccc(S(=O)(=O)N2CCOCC2)cc1)N1CCN(C2=NS(=O)(=O)c3ccccc32)CC1 ?
Vif imaging: -2; MC4R ag barr: 1.6; aDG glyco up: -0.1; MC4R antagonist: -1; H9c2 protect: 4; PDI inh: -1; ABCB6 inh 2: 106; m5-HT2A agonist: 4; CaV13 FRET inh: -9; N-glyco inh: 1

How did COCCNC(=O)COc1ccccc1C do in these assays?
MC4R ag barr: -0.7; aDG glyco up: 0.2; MC4R antagonist: -3; H9c2 protect: 0; PDI inh: 1; ABCB6 inh 2: 192; m5-HT2A agonist: 2; CaV13 FRET inh: -5; N-glyco inh: 0

What do the screens show for `CCOc1ccc(N2CC(C(=O)Nc3ccc(S(=O)(=O)Nc4nccs4)cc3)CC2=O)cc1` (stereo unspecified)?
Vif imaging: 40; MC4R ag barr: -3.1; aDG glyco up: 0.0; MC4R antagonist: 3; H9c2 protect: 4; PDI inh: -8; ABCB6 inh 2: 94; m5-HT2A agonist: -3; CaV13 FRET inh: -3; N-glyco inh: 0

What do the screens show for `COc1ccccc1C/C(N)=N/OC(=O)COc1ccc(C)cc1C`?
MC4R ag barr: 2.4; aDG glyco up: 0.0; MC4R antagonist: -1; H9c2 protect: -4; PDI inh: -2; ABCB6 inh 2: 104; m5-HT2A agonist: -8; CaV13 FRET inh: -7; N-glyco inh: 3

What do the screens show for `Cn1nnnc1SCC(=O)Nc1cc(S(=O)(=O)N2CCCCC2)ccc1Cl`?
Vif imaging: 4; MC4R ag barr: -3.0; aDG glyco up: 0.1; MC4R antagonist: 14; H9c2 protect: 5; PDI inh: 4; ABCB6 inh 2: 102; m5-HT2A agonist: -1; CaV13 FRET inh: -6; N-glyco inh: 0

What do the screens show for `CCCN1C(=O)/C(=C\c2ccncc2)SC1=Nc1ccccc1`?
Vif imaging: 11; MC4R ag barr: 3.2; aDG glyco up: 0.2; MC4R antagonist: 6; H9c2 protect: 5; PDI inh: 3; ABCB6 inh 2: 98; m5-HT2A agonist: 2; CaV13 FRET inh: -10; N-glyco inh: -3

How did COC(=O)CC1C(=O)NCCN1C(=O)CSc1nc2ccccc2c(=O)n1CC(C)C (stereo unspecified) do in these assays?
Vif imaging: 5; MC4R ag barr: -0.2; aDG glyco up: -0.1; MC4R antagonist: 7; H9c2 protect: 3; PDI inh: -2; ABCB6 inh 2: 97; m5-HT2A agonist: -1; CaV13 FRET inh: -7; N-glyco inh: 0

Results for CCSc1nnc(NC(=O)c2nc3nc(C)cc(C)n3n2)s1 ?
Vif imaging: 3; MC4R ag barr: -0.8; aDG glyco up: -0.2; MC4R antagonist: 15; H9c2 protect: 6; PDI inh: 3; ABCB6 inh 2: 96; m5-HT2A agonist: -2; CaV13 FRET inh: 0; N-glyco inh: 1

What do the screens show for `CCCCCCNC(=O)Cc1ccc(Br)cc1`?
MC4R ag barr: 3.6; aDG glyco up: 0.1; MC4R antagonist: 18; H9c2 protect: -6; PDI inh: -1; ABCB6 inh 2: 102; m5-HT2A agonist: 1; CaV13 FRET inh: -5; N-glyco inh: 3

How did N#CC1=C(N)Oc2cc3ccccc3cc2C1c1cccnc1 (stereo unspecified) do in these assays?
MC4R ag barr: -0.7; aDG glyco up: -0.1; MC4R antagonist: -6; H9c2 protect: -2; PDI inh: 26; ABCB6 inh 2: 97; m5-HT2A agonist: 3; N-glyco inh: 15

How did COc1ccc(C2/C(=C(\O)c3ccc(OC)c(Cl)c3)C(=O)C(=O)N2CCN(C)C)cc1 (stereo unspecified) do in these assays?
Vif imaging: 12; MC4R ag barr: -1.4; aDG glyco up: -0.3; MC4R antagonist: -4; H9c2 protect: 12; PDI inh: 1; ABCB6 inh 2: 98; m5-HT2A agonist: -5; CaV13 FRET inh: -5; N-glyco inh: 1

Three compounds out of the list, ordered by length of the SMILES, highest first.
How did COc1ccc(C2/C(=C(\O)c3ccc(OC)c(Cl)c3)C(=O)C(=O)N2CCN(C)C)cc1 (stereo unspecified) do in these assays?
Vif imaging: 12; MC4R ag barr: -1.4; aDG glyco up: -0.3; MC4R antagonist: -4; H9c2 protect: 12; PDI inh: 1; ABCB6 inh 2: 98; m5-HT2A agonist: -5; CaV13 FRET inh: -5; N-glyco inh: 1

How did COC(=O)CC1C(=O)NCCN1C(=O)CSc1nc2ccccc2c(=O)n1CC(C)C (stereo unspecified) do in these assays?
Vif imaging: 5; MC4R ag barr: -0.2; aDG glyco up: -0.1; MC4R antagonist: 7; H9c2 protect: 3; PDI inh: -2; ABCB6 inh 2: 97; m5-HT2A agonist: -1; CaV13 FRET inh: -7; N-glyco inh: 0

What do the screens show for `Cn1nnnc1SCC(=O)Nc1cc(S(=O)(=O)N2CCCCC2)ccc1Cl`?
Vif imaging: 4; MC4R ag barr: -3.0; aDG glyco up: 0.1; MC4R antagonist: 14; H9c2 protect: 5; PDI inh: 4; ABCB6 inh 2: 102; m5-HT2A agonist: -1; CaV13 FRET inh: -6; N-glyco inh: 0

More compounds follow:
How did CC(C)CNC(=O)c1ccc(-c2ccc(F)c(F)c2)c2ccoc12 do in these assays?
Vif imaging: -13; MC4R ag barr: 1.7; aDG glyco up: 0.7; MC4R antagonist: 13; H9c2 protect: -2; PDI inh: 11; ABCB6 inh 2: 100; m5-HT2A agonist: 0; CaV13 FRET inh: -4; N-glyco inh: -2

What do the screens show for `CCN(c1ccc(NC(=O)CSc2nnc3nc(C)cc(C)n23)cc1)C(C)C`?
Vif imaging: 6; MC4R ag barr: -1.2; aDG glyco up: -0.2; MC4R antagonist: -7; H9c2 protect: -9; PDI inh: -5; ABCB6 inh 2: 104; m5-HT2A agonist: 1; CaV13 FRET inh: -1; N-glyco inh: 5

How did O=C(COC(=O)Cc1ccccc1F)Nc1ccc2c(c1)OCO2 do in these assays?
Vif imaging: 1; MC4R ag barr: -0.7; aDG glyco up: 0.1; MC4R antagonist: 3; H9c2 protect: 6; PDI inh: 9; ABCB6 inh 2: 95; m5-HT2A agonist: -3; CaV13 FRET inh: 2; N-glyco inh: 2

What do the screens show for `CC1CCN(C(=O)c2[nH]cnc2C(=O)N(C)Cc2ccccc2)CC1`?
Vif imaging: -11; MC4R ag barr: -0.2; aDG glyco up: 0.7; MC4R antagonist: 1; H9c2 protect: 1; PDI inh: 15; ABCB6 inh 2: 96; m5-HT2A agonist: -1; CaV13 FRET inh: -10; N-glyco inh: -2

How did CCc1ccc(NC(=O)c2c(C(=O)Nc3ccccc3)sc3nc(C)cc(=O)n23)cc1 do in these assays?
Vif imaging: 18; MC4R ag barr: 5.8; aDG glyco up: -0.6; MC4R antagonist: 11; H9c2 protect: 3; PDI inh: 7; ABCB6 inh 2: 97; m5-HT2A agonist: -3; CaV13 FRET inh: -4; N-glyco inh: 2

Results for CCc1nc2ccccc2c(C(=O)OCC(=O)NCc2ccco2)c1C ?
Vif imaging: 14; MC4R ag barr: -2.4; aDG glyco up: -0.1; MC4R antagonist: -1; H9c2 protect: 8; PDI inh: -2; ABCB6 inh 2: 92; m5-HT2A agonist: -2; N-glyco inh: 1

Results for O=C(Nc1ccc2c(c1)OCCO2)C1CCCN(S(=O)(=O)c2cccs2)C1 (stereo unspecified) ?
Vif imaging: -4; MC4R ag barr: -1.9; aDG glyco up: -0.1; MC4R antagonist: 10; H9c2 protect: -6; PDI inh: -4; ABCB6 inh 2: 97; m5-HT2A agonist: 1; N-glyco inh: 0

How did COc1ccc(CN(C)CC(=O)Nc2cccc3ccccc23)cc1F do in these assays?
Vif imaging: 12; MC4R ag barr: 2.1; aDG glyco up: 0.0; MC4R antagonist: 15; H9c2 protect: -7; PDI inh: 2; ABCB6 inh 2: 104; m5-HT2A agonist: -11; CaV13 FRET inh: -4; N-glyco inh: 3

What do the screens show for `Cc1cnc(C)c(N2CCN(Cc3nc(-c4cccc(F)c4F)oc3C)CC2)n1`?
Vif imaging: 4; MC4R ag barr: -2.8; aDG glyco up: -0.1; MC4R antagonist: -3; H9c2 protect: -8; PDI inh: 7; ABCB6 inh 2: 96; m5-HT2A agonist: -5; CaV13 FRET inh: -4; N-glyco inh: -1

What do the screens show for `CCCCN1C(=O)c2ccccc2C1C(=O)NC1CCCC1` (stereo unspecified)?
Vif imaging: 1; MC4R ag barr: -1.1; aDG glyco up: -0.1; MC4R antagonist: -1; H9c2 protect: -2; PDI inh: 5; ABCB6 inh 2: 98; m5-HT2A agonist: 3; CaV13 FRET inh: -4; N-glyco inh: 0

What do the screens show for `CC(C)C(C(=O)NC1CCCC1)N(Cc1ccco1)C(=O)CNS(=O)(=O)c1ccccc1` (stereo unspecified)?
Vif imaging: 13; MC4R ag barr: -2.0; aDG glyco up: 0.0; MC4R antagonist: 4; H9c2 protect: 1; PDI inh: -3; ABCB6 inh 2: 97; m5-HT2A agonist: 10; CaV13 FRET inh: -3; N-glyco inh: -1

How did N/C(=N\OC(=O)COc1ccc2ccccc2c1)c1ccccn1 do in these assays?
Vif imaging: 14; MC4R ag barr: -1.8; aDG glyco up: 0.1; MC4R antagonist: 5; H9c2 protect: -9; PDI inh: 16; ABCB6 inh 2: 93; m5-HT2A agonist: 0; CaV13 FRET inh: -5; N-glyco inh: -6

Results for Cc1onc(-c2ccccc2)c1-c1n[nH]c(=S)n1-c1ccccc1 ?
Vif imaging: -7; MC4R ag barr: -3.1; aDG glyco up: 0.1; MC4R antagonist: 1; H9c2 protect: 7; PDI inh: -6; ABCB6 inh 2: 100; m5-HT2A agonist: -1; N-glyco inh: 0

How did COc1ccccc1CNC(=O)[C@H](C)NC(=O)C1CCN(C(=O)[C@@H](N)CC(C)C)CC1 do in these assays?
Vif imaging: 2; MC4R ag barr: 0.8; aDG glyco up: 5.5; MC4R antagonist: 22; H9c2 protect: -4; ABCB6 inh 2: 92; m5-HT2A agonist: -2; N-glyco inh: 2

How did NNC(=O)c1cncn1-c1ccc(F)cc1 do in these assays?
Vif imaging: -5; MC4R ag barr: 1.1; aDG glyco up: -0.1; MC4R antagonist: 4; H9c2 protect: 4; PDI inh: -1; ABCB6 inh 2: 94; m5-HT2A agonist: 1; CaV13 FRET inh: -5; N-glyco inh: 1

Results for CCN(C(=O)COC(=O)c1oc2ccc(OC)cc2c1C)C1CCCCC1 ?
Vif imaging: 10; MC4R ag barr: -1.8; aDG glyco up: 0.1; MC4R antagonist: -3; H9c2 protect: -1; PDI inh: -2; ABCB6 inh 2: 102; m5-HT2A agonist: -3; CaV13 FRET inh: -7; N-glyco inh: 0
